# aSyn yeast rescue: alpha-synuclein toxicity suppression in yeast; S. cerevisiae alpha-synuclein toxicity rescue, BacTiter-Glo growth, 24 h; Potency, µM (doses to about 46.1 µM), inactives show at the highest dose growth rescue (activation), usual class: activators; actives 0.02% (n = 94,000); AID 1347070; active = well fitted activation curve with a large enough effect; also: 0% is about no effect
#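 Growth restoration measured by BacTiter-Glo luminescence after 24 hr at 30 deg C; alpha-synuclein yeast, raffinose-pregrown to mid-log, were added at OD600=0.02 in galactose medium onto pinned compounds.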
# An asterisk follows results filed as active; [ ] = dose if it differs, or a comment. Potency is read from the fitted curve at half-maximal effect. Some of the compounds tested, so the mix of outcomes need not match the whole.
compound	aSyn yeast rescue
O=C(CCn1c(=S)[nH]c2cc3c(cc2c1=O)OCO3)NCCc1ccccc1Cl	3%
CCCCN(C(=O)CSc1nnnn1-c1ccccc1OC)C1CCS(=O)(=O)C1 (stereo unspecified)	-3%
Cc1nc2nc(CNC(=O)OC(C)(C)C)nn2c(C)c1CCC(=O)NCc1ccc(F)cc1	1%
Cc1cc(C)cc(OCCn2c(CCNC(=O)C3CCCCC3)nc3ccccc32)c1	0%
N#CCCn1cc(C(=O)CN2C(=O)C(=O)N(C3CCCC3)C2=O)c2ccccc21	-30%[inhibitor]
COc1cc(OC)cc(-n2c(=O)c3ccccc3n(CC(=O)NCCc3ccc(OC)c(OC)c3)c2=O)c1	1%
COc1ccc2c(c1)CCO[C@]21O[C@H](CCO)C[C@H](O)[C@H]1O	-10%
COc1ccc(CCn2cc3c(c2-c2ccccc2Br)c(=O)n(C)c(=O)n3C)cc1OC	-4%
COc1cc(NC(=O)CCc2c(C)nc3cc(-c4ccccc4)nn3c2C)cc(OC)c1OC	-1%
CCN1CCN(Cc2c(O)ccc3c(C)c(-c4ccccc4)c(=O)oc23)CC1	0%
Cc1cccc(-n2c(C)cc(C(=O)C(=O)Nc3nncs3)c2C)c1	-16%
Cc1cc(C)c2c(CC(=O)Nc3c(C(=O)Nc4ccc(Cl)cc4)oc4ccccc34)coc2c1	-5%
O=C(/C(=C/O)N=Nc1ccccc1Cl)c1ccccc1	-52%[inhibitor]
CCCc1cc(=O)n2[nH]c(NCc3ccc(OC)cc3)nc2n1	4%
Cc1ccccc1C(=O)Nc1nnc(CC(=O)N/N=C/c2ccco2)s1	-14%
Cc1ccc(-c2ccc(=O)[nH]n2)cc1	-4%
COC(=O)CN1C(=O)CSc2ccc(S(=O)(=O)Nc3ccc(C)c(Cl)c3)cc21	8%
Cc1ccc(S(=O)(=O)Nc2n[nH]nc2C(=O)NC2CCCCC2)cc1	5%
O=C(c1cccc(C(F)(F)F)c1)N1CCc2c([nH]c3ccccc23)C1C(F)(F)F (stereo unspecified)	22%
Cc1ccc(C(=O)NCC(=O)NCCCc2ccccc2)cc1	0%
Cc1ccc(CNS(=O)(=O)c2cc3[nH]c(=O)c(=O)[nH]c3cc2C)cc1	9%
O=S(=O)(Cc1ccc(Cl)cc1)C1CCCCC1O (stereo unspecified)	4%
Cc1cccc(C)c1OCC(O)CN1CCN(C(=O)c2ccccc2)CC1 (stereo unspecified)	-3%
CC(=O)Nc1ccc(S(=O)(=O)N(C)CC(=O)Nc2ccccc2N2CCCC2)cc1	6%
COc1ccc(N2CC(NC(=O)c3ccc(OC(C)C)cc3)CC2=O)cc1 (stereo unspecified)	-6%
NC(=O)NCCCC(=O)O	2%
COc1ccc(C(=O)/C=C/c2cn(CC(O)CN(CC(C)C)CC(C)C)c3ccccc23)cc1 (stereo unspecified)	-3%
CCC(C)NC(=O)Cn1c(=O)n(-c2ccc(Cl)cc2)c(=O)c2c3c(sc21)CCCC3 (stereo unspecified)	-6%
COc1ccc(C(=O)C2CCCN(Cc3cccn3-c3ccccn3)C2)c(C)c1 (stereo unspecified)	3%
C=CCn1c(=O)c(C(=O)Nc2ncccc2C)c(O)c2ccccc21	-10%
O=C(NCCCc1ccccc1)C1CCC(CNc2c(N3CCCCC3)c(=O)c2=O)CC1 (stereo unspecified)	5%
CCCn1c(CCC(=O)Nc2cccc(CC)c2)nc2cccnc21	-7%
CC(=O)Nc1cccc(C(=O)N/N=C/c2cccnc2)c1	-4%
C=CCOc1ccc2c(c1)C(=NO)c1cc(OCC=C)ccc1-2	-19%
COc1ccc(C2(CNC(=O)Cc3ccc(OC)c(OC)c3)CCCC2)cc1	-8%
COc1ccc(-c2csc(-c3nc(-c4ccc(Br)s4)cs3)n2)cc1F	-7%
Cc1ccc2c(c1)N(C(=O)N1CCC(C(=O)Nc3cccc(F)c3)CC1)CCO2	10%
COc1ccc(C(=O)Oc2ccc[nH]c2=O)cc1	1%
CCn1c(SCC(=O)Nc2ccccc2F)nnc1-c1ccoc1C	-3%
CC1CCN(c2oc(-c3ccccc3F)nc2C#N)CC1	-6%
Cc1ccccc1NS(=O)(=O)c1nnc(NC(=O)c2ccccc2F)s1	7%
CSCCC(NC(=O)c1cccc(C)c1)C(=O)OCN1C(=O)c2ccccc2C1=O (stereo unspecified)	1%
CC(C)CC[n+]1ccccc1/C=C/c1ccc(N(C)C)cc1	1%
Cc1ccc2nc(CN3CCN(C(=O)Nc4cccc(C)c4C)CC3)oc2c1	8%
CCCn1nc(NC(=O)C2CCCO2)c2cc3ccc(C)cc3nc21 (stereo unspecified)	-6%
CCCCn1c(N)c(N(CCOC)C(=O)c2cc3c(s2)CCC(C)C3)c(=O)[nH]c1=O (stereo unspecified)	10%
CC(=O)Nc1ccc(S(=O)(=O)Nc2ccc(S(=O)(=O)Nc3nccs3)cc2)cc1	-7%
CCCCc1ccc(NC(=O)CSc2nc(=O)[nH]c3c2CCCC3)cc1	-1%
COc1ccc(OC)c(-n2cnc3cc(C(=O)NC4CCCCCC4)ccc32)c1	-15%
S=C(NCC1CCCO1)N1CCN(c2ccc(Cl)c(Cl)c2)CC1 (stereo unspecified)	18%
NC(=O)c1ccc(NS(=O)(=O)c2ccc(S(=O)(=O)N3CCCC3)cc2)cc1	-7%
CSc1ccc(CCNc2ncnc3onc(C)c23)cc1	-6%
COc1ccc2nc(NC(=O)Cn3cnc4ccccc4c3=O)sc2c1	-3%
CCOc1ccccc1CNC(=O)CCCn1ncn2c(cc3occc32)c1=O	3%
CC1(C)C2CCC(C2)C1C/C=N/NC(N)=S (stereo unspecified)	10%
COc1ccc(C2CC(c3cccc(C)c3)n3nc(N)nc3N2)cc1 (stereo unspecified)	13%
COc1ccc(NC(=O)c2ccc3c(c2)c(C)c(C)n3Cc2ccc(F)cc2)c(OC)c1	-2%
COc1ccccc1-c1noc(-c2ccc(N3CCN(c4ccccc4)CC3)c([N+](=O)[O-])c2)n1	5%
Cc1cccc(N2CCN(C(=O)CN3C(=O)CSc4c3c(C)nn4-c3ccccc3)CC2)c1C	-5%
Cc1ccc(C(=O)NCc2nnc(SCC(=O)NC(C)c3ccccc3)n2C)cc1 (stereo unspecified)	-17%

# Molecules shown so far that have bromine (two):
compound	aSyn yeast rescue
COc1ccc(CCn2cc3c(c2-c2ccccc2Br)c(=O)n(C)c(=O)n3C)cc1OC	-4%
COc1ccc(-c2csc(-c3nc(-c4ccc(Br)s4)cs3)n2)cc1F	-7%

# Continuation.
compound	aSyn yeast rescue
Cc1ccc(OCC(=O)OCc2cc(=O)n3nc(-c4cccs4)sc3n2)cc1	-1%
CCc1ccc(S(=O)(=O)NCc2ccc(N3CCN(C)CC3)cc2)cc1	13%
C[C@@H]1CN(Cc2nnnn2CC(=O)NCCCn2cccn2)C[C@H](C)O1	0%
CC(OC(=O)c1ccc(Cl)c(S(=O)(=O)N2CCOCC2)c1)C(=O)Nc1ccc(S(N)(=O)=O)cc1 (stereo unspecified)	13%
O=C(O)c1ccc(-n2nc(-c3ccccc3)c3ccccc3c2=O)cc1	15%
COc1ccccc1CNC(=O)c1ccc(OC(F)F)c(OC)c1	4%
Nc1ccc(Oc2cc(N)cc(Oc3ccccc3)c2)cc1	9%
CCc1ccc(OCC(=O)NNC(=O)Cc2ccc(S(=O)(=O)N3CCOCC3)s2)cc1	-15%
O=C(Cc1c(Cl)cccc1Cl)Nc1ccc(S(=O)(=O)Nc2ncccn2)cc1	-8%
O=C(O)CNc1nc(NCc2ccc(Cl)cc2)ccc1[N+](=O)[O-]	6%
CC(C)c1ccc(NC(=O)Cn2c(=O)n(CC3CCC(C(=O)NCCc4ccccc4)CC3)c(=O)c3ccccc32)cc1 (stereo unspecified)	2%
Cc1cccc(NC(=O)c2cccnc2Oc2ccccc2)c1C(=O)O	4%
CC(C)c1cnc2c(c1SCC(=O)Nc1ccc(OC(F)(F)F)cc1)c(=O)n(C)c(=O)n2C	3%
COc1ccc(CCNC(=O)c2nc(SCc3ccc(F)cc3)ncc2Cl)cc1OC	-7%
O=C(CN(Cc1ccccc1Cl)C(=O)CNS(=O)(=O)c1ccc(F)cc1)NCC1CCCO1 (stereo unspecified)	-12%
CCN(CC)C(=O)CSc1nc2cc3c(cc2c(=O)n1Cc1ccc(C(=O)NCCc2ccc(OC)c(OC)c2)cc1)OCO3	3%
COc1ccc(-c2cc(OC(=O)c3ccccc3Cl)c3c(C)oc(C)c3c(=O)c2)cc1OC	-1%
CCN1C(=O)N(CC)C2C1N(CO)C(=O)N2CO (stereo unspecified)	0%
Cc1ccccc1CN1CCC(CNC(=O)c2cc3ccc4cccnc4c3[nH]2)CC1	5%
CCOC(=O)Cn1nc(C)n(-c2c(C)cccc2C)c1=O	8%
CC(=O)c1ccc(NS(=O)(=O)c2cccc(S(=O)(=O)c3ccc(Cl)cc3)c2)cc1	-8%
Cc1nn(S(=O)(=O)c2cccc([N+](=O)[O-])c2)c(C)c1Br	6%
CCOc1ccc(S(=O)(=O)/N=C(\N)c2ccccc2)cc1	4%
CN1C(=O)Cc2cc(S(=O)(=O)CCC(=O)Nc3cccc(C(F)(F)F)c3)ccc21	-10%
FC(F)(F)C1CCCN(c2nsc3ccccc23)C1 (stereo unspecified)	-76%[inhibitor]
CCCCCCN1C[C@H](O)[C@@H](n2cc(C3CC3)nn2)C[C@@H]1c1ccccc1	-2%
COc1ccc(CCNC(=O)C2=C(C)C(=O)OC23CCCCC3)c(OC)c1OC	-8%
CC(C)N(CCn1c(SCC(=O)N2CC(=O)Nc3ccccc32)nc2ccccc2c1=O)C(C)C	-8%
Cc1oc2ncn(C)c(=O)c2c1C(=O)Nc1ccc(F)cc1	0%
CSc1nc(=O)c2c(n1C)NC(=O)CC2c1ccccc1OC(C)C (stereo unspecified)	1%
C[C@H](O)[C@@H]1C(=O)N2CCc3ccc(-c4ccccc4)cc3[C@@H]2C[C@@H]1N(C)C(=O)c1ccco1	-15%
CS(=O)(=O)c1ccc(Cl)c(NC(=O)COC(=O)CCCN2C(=O)c3cccc4cccc(c34)C2=O)c1	-4%
CCCCCSc1nc2c(c(=O)[nH]c(=O)n2C)n1C	0%
COc1cccc(CNCc2cccnc2)c1OCc1ccccc1	-6%
COc1cc(C(C)=O)ccc1OCC(=O)N1CCCC1c1ccc2c(c1)OCCCO2 (stereo unspecified)	6%
Cc1cc(C)cc(NC2=C(c3ccccc3)C(=O)c3ccccc32)c1	-27%
Cc1ccc(-c2nn(-c3ccc(F)cc3F)c3c2cnc2c(F)cccc23)cc1	5%
CC1CCN(CCCCOc2ccc(Cl)cc2)CC1	15%
O=C1OCCC1=COCCCCCOC=C1CCOC1=O	-4%
O=C(COC(=O)c1ccc(Cl)nc1)Nc1ccc(N2CCOCC2)cc1	-34%[inhibitor]
CC(C)c1ccc2c(c1)NC(c1ccncc1)=NC(c1cccs1)=N2	5%
O=C(O)c1cccc(NC(CNS(=O)(=O)c2ccc(Cl)cc2)c2ccccc2)c1 (stereo unspecified)	-4%
COc1ccc(-c2nc3sc(CCNC(=O)C(=O)Nc4cc(F)ccc4F)c(C)n3n2)cc1	0%
O=C(CC1C(=O)NCCN1C/C=C/c1ccccc1)NCCc1cccnc1 (stereo unspecified)	5%
CCCOc1ccc(C(=O)NC(=S)N2CCN(c3cc4c(cc3F)c(=O)c(C(=O)O)cn4CC)CC2)cc1	-12%
O=C1c2cccc3c2N(CCC3)C(=O)C1(F)c1ccccc1 (stereo unspecified)	16%
COCCN(C(=O)COC(=O)c1cnc(C)cn1)c1c(N)n(Cc2ccccc2)c(=O)[nH]c1=O	0%
NNC(=O)c1sc2cc(C(F)(F)F)cnc2c1-c1cccnc1	-1%
CC1CCCCN1C(=O)CSc1nnc(-c2ccco2)o1 (stereo unspecified)	-7%
C=C(C)CSc1nc2sc3c(c2c(=O)n1CCCC)CCCC3	5%
CCOC(=O)c1cc2c(=O)n3ccccc3nc2n(Cc2ccco2)c1=NC(=O)c1cccc(C)c1	8%
Cc1cc(C)c(NC(=O)CN2C(=O)c3cccnc3Sc3ccccc32)c(C)c1	1%

# Of the compounds above, 12 have an NH in an aromatic ring.
compound	aSyn yeast rescue
O=C(CCn1c(=S)[nH]c2cc3c(cc2c1=O)OCO3)NCCc1ccccc1Cl	3%
CCCc1cc(=O)n2[nH]c(NCc3ccc(OC)cc3)nc2n1	4%
Cc1ccc(-c2ccc(=O)[nH]n2)cc1	-4%
Cc1ccc(S(=O)(=O)Nc2n[nH]nc2C(=O)NC2CCCCC2)cc1	5%
O=C(c1cccc(C(F)(F)F)c1)N1CCc2c([nH]c3ccccc23)C1C(F)(F)F (stereo unspecified)	22%
Cc1ccc(CNS(=O)(=O)c2cc3[nH]c(=O)c(=O)[nH]c3cc2C)cc1	9%
COc1ccc(C(=O)Oc2ccc[nH]c2=O)cc1	1%
CCCCn1c(N)c(N(CCOC)C(=O)c2cc3c(s2)CCC(C)C3)c(=O)[nH]c1=O (stereo unspecified)	10%
CCCCc1ccc(NC(=O)CSc2nc(=O)[nH]c3c2CCCC3)cc1	-1%
Cc1ccccc1CN1CCC(CNC(=O)c2cc3ccc4cccnc4c3[nH]2)CC1	5%
CCCCCSc1nc2c(c(=O)[nH]c(=O)n2C)n1C	0%
COCCN(C(=O)COC(=O)c1cnc(C)cn1)c1c(N)n(Cc2ccccc2)c(=O)[nH]c1=O	0%

# Assay outcomes: PubChem BioAssay, National Center for Advancing Translational Sciences (NCATS)
